# Source: PubChem
# OX1R antag-1: antagonists of human orexin 1 receptor (OX1R) | AID 485270, 2010 | hit rate 1.8% among 330,000 | Orexin/Hypocretin receptor type 1 (Homo sapiens), O43613 | OX1R-expressing cells, FRET antagonist read-out | inhibition, % at 6.6 µM; in the data active = inhibition mostly above about 38%, no sharp cut-off; inactive = mostly below about 40%;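 note: 0% = agonist challenge alone and 100% = reference antagonist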
# Target sequence (O43613 whole entry, looked up): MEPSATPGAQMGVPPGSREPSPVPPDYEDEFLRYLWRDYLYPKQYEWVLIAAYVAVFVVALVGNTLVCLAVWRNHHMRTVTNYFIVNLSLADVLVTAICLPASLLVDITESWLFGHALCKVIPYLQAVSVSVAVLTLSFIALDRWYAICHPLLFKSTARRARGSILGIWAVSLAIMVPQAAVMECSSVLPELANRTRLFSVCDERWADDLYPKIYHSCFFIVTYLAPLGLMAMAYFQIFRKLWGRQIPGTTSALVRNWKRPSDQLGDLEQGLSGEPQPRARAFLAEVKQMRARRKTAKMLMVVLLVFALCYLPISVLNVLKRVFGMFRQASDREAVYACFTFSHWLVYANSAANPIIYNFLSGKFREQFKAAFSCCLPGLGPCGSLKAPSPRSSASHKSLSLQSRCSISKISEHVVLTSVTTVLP
# OX1R antag-2: OX1R (HCRTR1) antagonists, primary screen, fluorescence, CHO/OX1R cells, Fluo-8 calcium, orexin A; inhibition, % at 5 µM; Orexin/Hypocretin receptor type 1 (Homo sapiens), O43613; hit rate 0.43% among 330,000; Fluo-8 calcium fluorescence; AID 434989, 2010;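 active = inhibition above its plate's threshold, mean inhibition of all tested compounds on the plate plus 3 SD, cut at about 37% in these data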;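 note: 0% = orexin A challenge wells and 100% = SB-334867-A antagonist wells; not every result past the cut was called active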
# * = called active by the depositor.
item | OX1R antag-2 | OX1R antag-1 | Compound
1 | -21 | 5 | COc1ccc(C(=O)Nc2c(C)cc(C)cc2C)cc1OC
2 | 0 | 16 | Cc1ccc2c(c1)CCCN2CC(=O)Nc1cccc(S(=O)(=O)N2CCCC2)c1
3 | 17 | 13 | O=C(CCN1C(=O)COc2ccccc21)NCCN1CCOCC1
4 | -1 | 12 | COc1cccc(N2CCN(C(=O)CC(C)(C)CC3=NS(=O)(=O)c4ccccc4N3)CC2)c1
5 | -23 | 12 | COc1ccc(NC(=O)N/C=C/c2ccco2)cc1
6 | 3 | 3 | NC(=O)Cn1nc(-c2ccccc2)nc1-c1ccccc1
7 | -14 | 6 | Oc1ccc(Br)cc1C=Nc1cccn2cc(-c3ccccc3)nc12
8 | -30 | 19 | O=C(CSc1n[nH]c(=O)n1Cc1ccco1)c1ccc(F)cc1
9 | -28 | 10 | NC(=O)C1CCN(C(=O)c2ccc3c(=O)n(Cc4ccco4)c(SCc4ccc([N+](=O)[O-])cc4)nc3c2)CC1
10 | -21 | 13 | COc1cc(N=CC2=C(O)c3ccccc3C2=O)cc(OC)c1

# Full records, looked up by structure. Order of values: OX1R antag-2, OX1R antag-1
# O=C(CCN1C(=O)COc2ccccc21)NCCN1CCOCC1 is listed as 17, 13
# NC(=O)C1CCN(C(=O)c2ccc3c(=O)n(Cc4ccco4)c(SCc4ccc([N+](=O)[O-])cc4)nc3c2)CC1 is listed as -28, 10

# (more compounds)
item | OX1R antag-2 | OX1R antag-1 | Compound
11 | -1 | 6 | COC(=O)c1ccc(NC(=O)c2c(C(=O)Nc3ccccc3)sc3nc(C)cc(=O)n23)cc1
12 | 8 | 5 | CN(C)S(=O)(=O)c1ccc(NC(=O)CN2C(=O)NC3(CCCC3)C2=O)cc1
13 | -3 | 8 | Cc1cc(NC(=O)C23CC4CC(C2)CC(n2cnc([N+](=O)[O-])n2)(C4)C3)no1
14 | -6 | 14 | CCc1ccc2nc3sc(C(=O)O)cc3cc2c1
15 | -13 | 5 | CCOc1ccc(OCCC(=O)OCC(=O)Nc2ccc3c(c2)OCCO3)cc1
16 | -3 | 4 | CSCCC(NS(=O)(=O)/C=C/c1ccccc1)C(=O)NCCc1ccc(S(N)(=O)=O)cc1 (centres undefined)
17 | -14 | 24 | O=S(=O)(c1cc(F)ccc1F)N1CCC2(CC1)OCCN2S(=O)(=O)c1ccccc1
18 | -9 | 9 | CCOC(=O)CSc1[nH]c(=O)cc(C)c1C#N
19 | -15 | 7 | O=C(c1cc2c(s1)-c1ccccc1OC2)N1CCN(c2ccccn2)CC1
20 | 15 | 5 | O=C(CSc1nnc(-c2ccc(S(=O)(=O)N3CCCC3)cc2)o1)NCC1CCCO1 (centres undefined)
21 | -8 | 4 | O=c1c2cn[nH]c2[nH]c(=S)n1-c1cccc2ccccc12
22 | -25 | 15 | COc1ccc(C2=NCN(c3ccc(C)cc3)C(=S)N2)cc1
23 | -18 | 18 | Cc1cccc(N(C(=O)c2snc(C(N)=O)c2N)C(C)C(=O)NCC2CCCO2)c1 (centres undefined)
24 | -15 | 11 | CC(C)=CCCC1=CCC2C(=O)NNC(=O)C2C1 (centres undefined)
25 | -33 | 14 | O=C1CC(c2ccco2)CC(O)=C1C=NCCN1CCN(C(=O)Nc2ccc(Cl)cc2)CC1 (centres undefined)
26 | -10 | 4 | N#Cc1ccccc1OCC(=O)NC1CCCCC1
27 | -3 | 23 | O=C(Nc1ccc(OCC(=O)N2CCOCC2)cc1)c1cncc(Br)c1
28 | -26 | 9 | N#Cc1cc(N2CCOCC2)nc2ccccc12
29 | -8 | 12 | Cn1cccc1C(=O)NC(=O)COC(=O)CNC(=O)c1ccc(Cl)cc1Cl
30 | -17 | 17 | Cc1nn(Cc2c(F)cccc2Cl)c(C)c1NC(=O)C1CC1
31 | -8 | -10 | CCN(CC)S(=O)(=O)c1ccc(S(=O)(=O)NCC2CCCO2)cc1 (centres undefined)
32 | 2 | 5 | COc1ccc(S(=O)(=O)n2nc(OC(C)=O)cc2N(C(C)=O)C(C)=O)cc1
33 | -19 | 11 | Cc1nnc(SCc2ccc(C(=O)Nc3cc(Cl)ccc3C)cc2)s1
34 | -22 | 13 | CC(=O)c1ccc(S(=O)(=O)N2CCCC(N(C)CCc3ccccn3)C2)cc1 (centres undefined)
35 | -34 | -5 | CCCC(=O)Nc1ccc(C(=O)NNC(=S)NC(=O)c2cccs2)cc1
36 | -15 | 2 | Cc1cccc(Cn2nc(C(C)(C)C)cc2C(=O)N2CCOCC2)c1
37 | -2 | 19 | Cc1nnc(SC(C(=O)Nc2ccc(Cl)c([N+](=O)[O-])c2)c2ccccc2)[nH]c1=O (centres undefined)
38 | -16 | 6 | O=C(COc1ccc(S(=O)(=O)NC2CCCCC2)cc1)NCc1cccnc1
39 | -16 | 14 | Cc1ccc(S(=O)(=O)Nc2c(C)nn(C)c2C)cc1
40 | -21 | 14 | CN1/C(=C/C(=O)c2cccs2)Sc2ccccc21

# Another view of four compounds above:
[1] COc1ccc(C(=O)Nc2c(C)cc(C)cc2C)cc1OC
  OX1R antag-2: -21
  OX1R antag-1: 5
[2] Cc1ccc2c(c1)CCCN2CC(=O)Nc1cccc(S(=O)(=O)N2CCCC2)c1
  OX1R antag-2: 0
  OX1R antag-1: 16
[3] O=C(CCN1C(=O)COc2ccccc21)NCCN1CCOCC1
  OX1R antag-2: 17
  OX1R antag-1: 13
[4] COc1cccc(N2CCN(C(=O)CC(C)(C)CC3=NS(=O)(=O)c4ccccc4N3)CC2)c1
  OX1R antag-2: -1
  OX1R antag-1: 12

# Taken from above.
# entry 9 | OX1R antag-1: 10
# entry 31 | OX1R antag-2: -8
# entry 34 | OX1R antag-2: -22
# entry 37 | OX1R antag-2: -2
# entry 13 | OX1R antag-1: 8
# entry 28 | OX1R antag-2: -26

# Next section:
item | OX1R antag-2 | OX1R antag-1 | Compound
41 | 12 | 8 | CC(C)(C)C1CCC(C(=O)OCC(=O)Nc2ccc3[nH]c(=O)[nH]c3c2)CC1 (centres undefined)
42 | -20 | 12 | CC(C)n1nc(C(=O)Nc2cccc(S(=O)(=O)NCc3ccco3)c2)c2ccccc2c1=O
43 | -9 | 27 | O=C(Cc1ccc(Cl)cc1)Nc1ccc(C(=O)N2CCCCC2)cc1
44 | 3 | 3 | COc1cccc(NC(=O)CNC(=O)c2ccc(OC)c(OC)c2)c1
45 | -11 | 11 | COc1ccccc1-c1nc(S(=O)(=O)c2ccc(Cl)cc2)c(N(C)C)o1
46 | -21 | 4 | CCc1ccc(-c2csc3[n+]2CCN3C(C)=O)cc1
47 | -14 | 21 | CCC(C)(C(=O)Nc1ccc(OC)cc1)N(C)C(=O)Cn1nnnc1N (centres undefined)
48 | -7 | -5 | Cc1ncc(C[n+]2csc(CCOC(=O)CC3C4CC5CC(C4)CC3C5)c2C)c(N)n1 (centres undefined)
49 | -23 | 8 | O=C(NCCN1CCOCC1)c1cc(-c2ccccc2Cl)on1
50 | -4 | 18 | Cc1c(C)c2c(c(C)c1O)CC[C@@](C)(CCC[C@H](C)CCC[C@H](C)CCCC(C)C)O2
51 | -12 | 26 | COc1ccccc1OCc1ccc(C(=O)NC(C)(C)C)o1
52 | 17 | 10 | Cc1nnc(SCc2ccc(F)cc2)n1NC/C=C/c1ccccc1
53 | -18 | -8 | CC(=O)Nc1ccc(Cc2ccc3[nH]c(=O)cc(C)c3c2)cc1
54 | -15 | 21 | COCCn1c(Cc2cccn2C)nnc1SCC(=O)Nc1nccs1
55 | -35 | -4 | CN(Cc1ccccc1)Cc1nc2c(c(=O)n(C)c(=O)n2C)n1CCCc1ccccc1
56 | -12 | 33 | O=C(Nc1nc2cc3c(cc2s1)OCCO3)c1ccncc1
57 | -17 | 32 | COc1cccc(OC)c1C(=O)N1CCN(Cc2ccccc2C(F)(F)F)CC1
58 | -4 | 21 | Cc1nn(-c2ccccc2)c(N)c1Sc1ccccc1[N+](=O)[O-]
59 | -19 | 10 | Cc1cc(C)n(-c2ncc(C#N)cn2)n1
60 | -27 | 11 | O=C1CSC2(C(=O)N3CCCc4cccc2c43)N1c1cccc(C(F)(F)F)c1 (centres undefined)
61 | -11 | -4 | O=C(c1ccc(CS(=O)(=O)c2ccccc2)o1)N1CCN(c2ccccc2)CC1
62 | -12 | -2 | COc1cc(/C=N/O)cc(Cl)c1OC
63 | -24 | 26 | Oc1ccccc1/C=N/NC(=S)NC1CC2C=CC1C2 (centres undefined)
64 | -32 | 15 | COC(=O)c1ccc(NC(=O)c2cc3sccc3n2C)cc1
65 | -26 | 7 | CCN(CC)C(=O)COc1ccc(-c2nnc(N3CCCCC3)c3ccccc23)cc1
66 | -18 | 14 | Cc1ccc2sc(N(CCCN(C)C)C(=O)c3nc4ccccc4s3)nc2c1C
67 | -5 | -3 | O/N=C1/C2C3C(Br)C4C5CC(C1C53)C24 (centres undefined)
68 | -21 | 23 | Cc1cc(C)nc(NS(=O)(=O)c2ccc(NC(=S)NC(=O)c3ccco3)cc2)n1
69 | -4 | 30 | COc1ccccc1CN1C(=S)SC(C)(C)C1NO (centres undefined)
70 | -12 | 22 | CC(=O)c1c(C)[nH]c(C(=O)NCCc2c[nH]c3ccccc23)c1C
71 | -12 | 15 | COc1cc(CN2CCNC(=O)C2CC(=O)N(C)Cc2ncc[nH]2)cc(OC)c1 (centres undefined)
72 | -26 | 30 | O=C(C[n+]1cccc(NC(=O)c2ccccc2)c1)c1ccc(NC(=O)c2ccccc2)cc1
73 | -11 | 10 | C#CCOc1c(Cl)cc(C2C3=C(CCCC3=O)N(CC(=O)O)C3=C2C(=O)CCC3)cc1OC
74 | -3 | 4 | C=CC[C@H](CC(=O)NCCO)C(=O)N[C@H](COC(=O)[C@H](CC=C)CC(=O)OC(C)(C)C)c1ccccc1
75 | -12 | 14 | Cc1nc(C)c(-c2csc(Nc3cccnc3)n2)s1
76 | -13 | 2 | CN(CCC#N)C(=O)CC(Cc1ccccc1)C1CCOC(C)(C)C1 (centres undefined)
77 | -9 | 29 | COC(=O)C1CCN(c2c([N+](=O)[O-])cc(C(F)(F)F)cc2[N+](=O)[O-])CC1
78 | -9 | 19 | CC(C)C(=O)Nc1ccccc1C(=O)OCC(=O)c1ccc2c(c1)OCCO2
79 | -12 | 5 | C=CC[C@H](CC(=O)N[C@H](CO)Cc1ccccc1)C(=O)N[C@H](COC(=O)[C@@H](CC=C)CC(=O)OC(C)(C)C)Cc1c[nH]c2ccccc12
80 | -32 | 12 | CCOc1ccccc1CN1CCC(n2nccc2NC(=O)CCc2ccccc2)CC1
81 | -29 | 19 | CC1CCCCC1NC(=O)COC(=O)c1ccc2c(c1Cl)C(=O)c1ccccc1C2=O (centres undefined)
82 | -11 | 16 | COc1cc(OC)c(C=O)c(OC(=O)N2CCOCC2)c1
83 | -8 | 4 | CC1CCN(S(=O)(=O)N2CCC(C(=O)O)CC2)CC1
84 | -18 | 15 | O=C(c1cccnc1Cl)N(Cc1ccccc1)Cc1ccccc1
85 | -16 | 3 | COc1cc(CNc2nc3c(C)cc(C)cc3s2)ccc1O
86 | -3 | 13 | C/C(=N/NC(=O)c1cnccn1)c1cccs1
87 | -11 | 22 | Cc1ccc(NC(=O)/C(=C\c2ccccc2)NC(=O)/C=C/c2ccccc2)cc1
88 | 5 | 1 | COC(=O)c1sccc1NC(=O)CC1C(=O)NCCN1C(=O)Nc1ccc(C(F)(F)F)cc1 (centres undefined)
89 | 4 | 13 | CCN(C(=O)COC(=O)Cn1cnc2c1c(=O)n(C)c(=O)n2C)C1CCS(=O)(=O)C1 (centres undefined)
90 | -17 | 18 | COc1ccccc1C(=O)N1CCN(c2cccc(Cl)c2)CC1

# (cont.)
item | OX1R antag-2 | OX1R antag-1 | Compound
91 | -6 | 7 | O=C(CSc1ccc(-c2cccnc2)nn1)N1CCCCCC1
92 | -5 | 7 | Cc1cc(NC(=O)Nc2cccc(C)c2C)no1
93 | -29 | 14 | CC1CCN(C(=O)Cn2cc(C(=O)c3ccco3)c3ccccc32)CC1
94 | -19 | 22 | Cn1c(C(=O)NCC2CCCO2)cc2oc3ccccc3c21 (centres undefined)
95 | 17 | 33 | N#CC1=C(c2ccccc2)/C(=C/c2ccccc2)OC1=O
96 | -52 | 16 | Cc1ccc(NC(=O)CS(=O)CC(=O)N(C(C)C(=O)NC2CCCCC2)C(C)(C)C)cc1 (centres undefined)

# An excerpt from above in order of molecular weight, lowest first:
item | OX1R antag-2 | OX1R antag-1 | Compound
92 | -5 | 7 | Cc1cc(NC(=O)Nc2cccc(C)c2C)no1
95 | 17 | 33 | N#CC1=C(c2ccccc2)/C(=C/c2ccccc2)OC1=O
96 | -52 | 16 | Cc1ccc(NC(=O)CS(=O)CC(=O)N(C(C)C(=O)NC2CCCCC2)C(C)(C)C)cc1 (centres undefined)
